Source: PubChem (several laboratories)
PDI inh = inhibitors of human protein disulfide isomerase | inhibition, % at 10 µM | PDI insulin aggregation turbidity, A650, 90 min | P07237 | 350,000 compounds, 0.052% hits | AID 588391;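 active = mean inhibition across replicates of 30% or more, whatever share of single replicates reach that level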;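 note: absorbance from insulin aggregation driven by PDI reduction with DTT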
NR2E3 ag-1 = activates human photoreceptor nuclear receptor NR2E3 | Q9Y5X4 | GST-NR2E3/biotin-RetCOR TR-FRET, 1536-well | 320,000 compounds, 0.12% hits | AID 2300 | inhibition of corepressor binding, % at 4.78 µM;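 active = percent inhibition above the cutoff of mean plus 3 SD of all tested compounds, set per screening campaign, cut at about 20% in these data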;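 note: 0% = DMSO wells and 100% = biotin wells as full block of FRET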
Target sequence (Q9Y5X4 whole entry, looked up): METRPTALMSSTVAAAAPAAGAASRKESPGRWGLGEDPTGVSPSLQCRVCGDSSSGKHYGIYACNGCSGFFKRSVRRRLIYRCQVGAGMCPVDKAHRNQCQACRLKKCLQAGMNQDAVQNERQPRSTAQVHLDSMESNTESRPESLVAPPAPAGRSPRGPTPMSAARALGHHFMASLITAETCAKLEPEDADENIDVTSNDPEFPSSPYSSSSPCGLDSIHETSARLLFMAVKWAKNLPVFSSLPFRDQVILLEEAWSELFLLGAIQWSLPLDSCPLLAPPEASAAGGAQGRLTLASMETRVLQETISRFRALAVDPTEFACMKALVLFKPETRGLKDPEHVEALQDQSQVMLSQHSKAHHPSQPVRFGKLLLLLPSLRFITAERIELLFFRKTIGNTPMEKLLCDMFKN
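Format: 1536-well format; test system: GST-NR2E3 and biotin-RetCOR proteins; read-out basis: percent inhibition of TR-FRET ratio; timing: 5 h incubation at 4 °C; detection: time-resolved FRET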
HIF-2a block = blocks HIF-2a reporter activity; 786-0 RCC cells HIF-2a reporter, luciferase luminescence, overnight; inhibition, % at 18.8 µM; 360,000 compounds, 0.72% hits;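 active = inhibition of the luminescence signal of 40% or more relative to plate controls, in a single-dose primary screen at 18.75 µM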
HTR2A ag = activates the mouse 5-HT2A serotonin receptor | P35363 | 360,000 compounds, 0.66% hits | AID 624169 | CHO-K1 mHTR2A beta-arrestin complementation, luminescence; percent of 30 µM serotonin response | activation, % at 7.6 µM;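 active = activation above a run cutoff, the mean activation of all tested compounds plus 3 SD, cut at about 14% in these data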;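 note: 0% = plate median of compound wells and 100% = 30 µM serotonin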
Target sequence (P35363 whole entry, looked up): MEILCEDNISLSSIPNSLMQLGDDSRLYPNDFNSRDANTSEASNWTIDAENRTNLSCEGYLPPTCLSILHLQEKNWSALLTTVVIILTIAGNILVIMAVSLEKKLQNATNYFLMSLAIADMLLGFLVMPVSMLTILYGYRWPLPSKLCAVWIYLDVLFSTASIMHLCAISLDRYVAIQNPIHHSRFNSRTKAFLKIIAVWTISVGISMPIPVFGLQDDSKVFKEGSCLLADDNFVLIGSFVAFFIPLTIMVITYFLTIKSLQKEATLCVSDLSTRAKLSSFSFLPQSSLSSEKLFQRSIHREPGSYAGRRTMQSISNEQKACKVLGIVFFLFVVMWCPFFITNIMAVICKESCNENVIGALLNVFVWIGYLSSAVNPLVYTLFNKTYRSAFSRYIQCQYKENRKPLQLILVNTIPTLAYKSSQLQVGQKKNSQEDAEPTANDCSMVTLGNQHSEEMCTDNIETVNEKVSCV
CaV13 FRET inh = Primary screen for inhibitors of IQ motif and Ca2+-dependent inactivation inhibitor domain binding in CACNA1D, Förster resonance energy transfer in living cells, …; 340,000 compounds, 0.098% hits; inhibition, % at 12.3 µM; AID 743397; HEK cells, CFP/YFP FRET ICDI-IQ, plate reader, 10 min; percent FRET-ratio fall versus neutral wells;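 active = mean replicate inhibition of at least 30% and at least 1% of replicates passing that level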;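 note: 0% = median of the neutral control wells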
NR2E3 ag-2 = agonists of human NR2E3 nuclear receptor; AID 602229; CHO-S Gal4-NCOR/VP16-NR2E3 two-hybrid, luciferase; inhibition of corepressor binding, % at 3.98 µM; 360,000 compounds, 0.35% hits; Q9Y5X4;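 active = inhibition above the mean of all tested compounds plus 3 SD, cut at about 70% in these data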;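 note: 0% = DMSO with NR2E3 transfected cells and 100% = cells lacking NR2E3 construct; higher means lower luciferase signal from less NR2E3 corepressor binding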
Peg3 promoter = Peg3 promoter activity inhibition; inhibition, % at 20 µM; 360,000 compounds, 1.7% hits; HeLa PEG-Prom luciferase reporter, luminescence, overnight; AID 588405;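 active = inhibition of at least 50% at 20 µM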
Shn3 3UTR inh = Schnurri-3 reporter inhibition in Clone20 osteoblasts. Clone20 osteoblast Shn3 3'UTR firefly luciferase, 24 h. inhibition, % at 12.5 µM. 360,000 compounds, 0.52% hits;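 active = mean inhibition of at least 75% with every replicate also reaching 75%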;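 note: 0% = median of neutral control wells and 100% = pilot-screen positive control compound; some compounds past the cut are filed as inactive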
MITF TRPM1 inh = MITF TRPM1 promoter inhibition in SK-MEL-5 cells; SK-MEL-5 TRPM1 promoter luciferase, 24 h; inhibition, % at 12.5 µM; 330,000 compounds, 0.83% hits;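 active = mean inhibition across replicates of 60% or more, whatever share of single replicates reaches that level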; note: values of inactives mirror those of a sister screen read the other way
hiPSC survival = enhancers of human iPSC single-cell survival | hiPSC single-cell survival, ATPlite luminescence; 100% = ROCK inhibitor wells, 0% = DMSO | survival enhancement, % at 20 µM | 360,000 compounds, 0.044% hits | AID 602274; in the data active = survival enhancement above about 18%;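 note: cells exposed to compounds for 16 hours before the ATP read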
Cardio protect = protects H9c2 cardiomyocytes from peroxide injury; H2O2 injury protection, ATPLite, 2 h; protection from H2O2 cell death, % at 20 µM; 360,000 compounds, 0.63% hits; AID 588492;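 active = compounds giving at least 50% protection of heart cells from peroxide-induced death in the single-dose screen, raw or plate-pattern-corrected value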;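 note: 0% = DMSO wells with peroxide and 100% = DMSO wells without peroxide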
* hit, by the source's call; nt = not tested or not shown.

SMILES | PDI inh | NR2E3 ag-1 | HIF-2a block | HTR2A ag | CaV13 FRET inh | NR2E3 ag-2 | Peg3 promoter | Shn3 3UTR inh | MITF TRPM1 inh | hiPSC survival | Cardio protect
COc1nonc1NCn1nc(C)cc1C | -26 | 2 | 10 | 0 | nt | 12 | -6 | -17 | -3 | 2.5 | -6
Cc1ccc(C)c(OCCC(=O)OCC(=O)Nc2cccc(S(=O)(=O)N3CCCC3)c2)c1 | -7 | 1 | 1 | -5 | -2 | -21 | 1 | -8 | 3 | -0.5 | -4
OCCC1CN(Cc2ccc(Oc3ncccn3)cc2)CCN1Cc1ccc(F)c(F)c1 (centres undefined) | -11 | -2 | -19 | -3 | -7 | -15 | -11 | 12 | 7 | 0.3 | -5
Cc1cc(NC(=O)CSc2nnc(CNc3cccc(C(F)(F)F)c3)n2Cc2ccco2)no1 | 0 | 0 | 11 | 3 | -3 | 14 | 6 | 14 | 11 | 5.4 | -8
CC1CC2CCCC(O)=C2C(=O)O1 (centres undefined) | nt | nt | 10 | 3 | nt | -6 | 9 | -20 | -10 | -0.7 | -2
COc1cccc(C(=O)Oc2cc(N)n(S(=O)(=O)c3ccc(C)cc3)n2)c1OC | 3 | 1 | -5 | 4 | nt | 14 | 8 | -18 | -3 | -2.7 | 13
COc1cccc(-c2cc(C(=O)N3CCc4ccccc4C3)[nH]n2)c1 | -3 | 2 | -237 | -6 | -5 | -33 | -178 | -67 | -31 | -0.6 | -3
O=C(C1CCCO1)N1CCN(C(=S)Nc2cc(F)cc(F)c2)CC1 (centres undefined) | -1 | 3 | 9 | -4 | -6 | 9 | 3 | 24 | 8 | 0.1 | -2
CCOC(=O)C1=C[C@@H](CC)N(S(=O)(=O)c2ccc(C)cc2)[C@H]1c1ccccc1 | nt | nt | -4 | -1 | -6 | 2 | 17 | 12 | nt | 2.1 | -5
O=C(Nc1cccnc1)OC1CCCCC1 | -3 | 5 | -90 | 4 | 6 | -22 | -38 | -2 | -15 | -0.3 | 2
c1ccc2[nH]c(SCc3cn4cccnc4n3)nc2c1 | 1 | -1 | -47 | 1 | -4 | 1 | -38 | 0 | -12 | -1.5 | -3
Cc1ccc(NC(=O)CN(C)C(=O)CSc2nc(C)cc(C)n2)cc1 | -3 | 2 | 10 | -3 | -6 | 17 | -2 | -13 | -1 | 0.9 | 6
COc1ccc(CC(=O)Nc2ccccc2N2CCCC2)cc1 | 1 | 0 | 9 | -1 | -3 | 9 | 16 | 22 | -6 | -0.3 | -3
C[C@@H]1CC[C@@]23COC(=O)C2=CCC[C@@H]3[C@@]1(C)CC/C(=C/CO)CO | nt | 4 | 2 | -3 | nt | -2 | 21 | -13 | nt | -1.6 | 2
CC(=O)Nc1ccc(NC(=O)CSc2ccc3nnc(-c4ccccn4)n3n2)cc1 | -7 | -2 | 5 | -4 | -6 | -8 | 9 | 3 | 8 | -0.2 | 2
c1ccc2c(c1)CCCn1nnnc1-2 | -2 | -3 | 4 | 0 | -4 | -21 | 3 | -36 | 1 | 2.6 | 1
Cc1ccc(NC(=O)CCCCCN2C(=O)[C@@H]3Cc4ccccc4CN3C2=O)cc1 | -13 | 1 | -1 | -6 | -7 | -13 | 24 | 16 | 4 | 0.1 | -1
CC1CCN(C(=O)c2ccc(S(=O)(=O)Cc3ccccc3F)c([N+](=O)[O-])c2)CC1 | 3 | 5 | 12 | 3 | -2 | 1 | 38 | 14 | 46 | -0.6 | 1
CCCCSc1[nH]c(=O)c(C(=O)OCC)cc1C#N | -3 | 6 | 6 | 6 | -5 | 3 | 3 | -26 | -3 | -2.6 | -1
COc1ccc(OC)c(CN2CCN(CCCc3ccccc3)C(CCO)C2)c1 (centres undefined) | -10 | 2 | 8 | -9 | -5 | 3 | 1 | -3 | 0 | -0.6 | 9
CC(C)NC(=O)NC(=O)COC(=O)/C=C/c1ccccc1[N+](=O)[O-] | 1 | 1 | 7 | -5 | 3 | 9 | 9 | -11 | 36 | 1.4 | 18
CCCCOc1ccc(C(=O)Nn2c(-c3cccs3)nc3ccccc3c2=O)cc1 | 28 | 0 | 20 | 1 | -5 | -27 | 3 | 18 | 10 | 0.9 | -4
COC(=O)c1sc(SC)c(S(=O)(=O)C(C)C)c1N | -7 | 4 | 12 | -1 | -4 | -26 | -1 | -27 | -66 | 0.4 | 11
COc1ccc(CC(=O)N/N=C(\C)c2cccs2)cc1 | 10 | 7 | -35 | 2 | 0 | 7 | -12 | -1 | -13 | 0.6 | -6
CCN(CC)C(=O)CSC1c2ccccc2C(=O)N1c1ccccc1 (centres undefined) | 15 | 1 | 9 | 1 | -7 | -1 | 6 | -28 | 9 | 3.4 | 4

Three of the compounds above, as tab-separated lines.
structure	PDI inh	NR2E3 ag-1	HIF-2a block	HTR2A ag	CaV13 FRET inh	NR2E3 ag-2	Peg3 promoter	Shn3 3UTR inh	MITF TRPM1 inh	hiPSC survival	Cardio protect
CC(C)NC(=O)NC(=O)COC(=O)/C=C/c1ccccc1[N+](=O)[O-]	1	1	7	-5	3	9	9	-11	36	1.4	18
CCCCOc1ccc(C(=O)Nn2c(-c3cccs3)nc3ccccc3c2=O)cc1	28	0	20	1	-5	-27	3	18	10	0.9	-4
COC(=O)c1sc(SC)c(S(=O)(=O)C(C)C)c1N	-7	4	12	-1	-4	-26	-1	-27	-66	0.4	11

Next part.
SMILES | PDI inh | NR2E3 ag-1 | HIF-2a block | HTR2A ag | CaV13 FRET inh | NR2E3 ag-2 | Peg3 promoter | Shn3 3UTR inh | MITF TRPM1 inh | hiPSC survival | Cardio protect
COc1ccc2cc(C(=O)Nc3ccc(Cl)cc3)sc(=O)c2c1OC | 1 | 4 | 0 | 1 | -3 | 13 | 45 | -28 | -25 | 3.1 | 2
CCOc1ccc(C(=O)CCC(=O)NCC(=O)Nc2c(C)cccc2C)cc1 | 1 | -1 | 5 | 0 | -6 | -7 | -3 | 13 | -13 | -2.2 | 3
O=C(CSc1nc(N2CCOCC2)nc(N2CCOCC2)n1)Nc1cccc(C(F)(F)F)c1 | -6 | -3 | 17 | 5 | -6 | -1 | 28 | 10 | 5 | 0.1 | -1
O=C1[C@H]2C(c3ccccc3)=NN(c3ccccc3)[C@H]2C(=O)N1c1ccccc1 | 3 | 2 | 12 | 3 | -5 | 10 | 2 | -11 | 19 | 3.7 | 0
COc1cccc(CNC(=O)CCNS(=O)(=O)c2ccc3[nH]c(=O)oc3c2)c1 | 17 | 2 | 20 | -3 | nt | 12 | 14 | -3 | 11 | 0.7 | 0
C=CCN1C(=O)C2(NNc3ccccc3O2)c2ccccc21 (centres undefined) | 9 | 3 | -24 | 9 | nt | 1 | -13 | 12 | 4 | -2.9 | -7
CCOC(=O)C1CCN(S(=O)(=O)c2ccc3c(c2)CC(C)N3C(=O)C2CC2)CC1 (centres undefined) | -3 | 1 | 3 | 1 | -4 | -9 | 6 | 7 | 3 | 1.2 | -8
COc1ccc(C(=O)n2nc(-c3ccc(C)cc3)nc2N)cc1OC | -4 | -3 | 3 | 4 | -3 | 15 | 27 | 10 | 6 | -1.2 | 1
CCN(CC)CCN1C(=O)C(=O)/C(=C(/O)c2ccc(S(=O)(=O)N3CCOCC3)cc2)C1c1ccc(C(C)C)cc1 (centres undefined) | 0 | -1 | -2 | -1 | -3 | -21 | -2 | 4 | -6 | 0.8 | -1
CCOc1ncccc1C(=O)OCC(=O)Nc1cccc(S(=O)(=O)N2CCCCCC2)c1 | 1 | -2 | 4 | 4 | -6 | -7 | -21 | 11 | 20 | 1.6 | -24
O=C(c1ccc(F)cc1)N1CCCC(c2nc(-c3cccs3)no2)C1 (centres undefined) | 1 | -2 | -12 | -1 | -3 | 4 | 6 | 1 | 5 | 0.0 | -6
Cc1cccc(NC(=S)N(CCCN2CCOCC2)Cc2ccccn2)c1 | 7 | -5 | 23 | -5 | -5 | -19 | 8 | -12 | -7 | 2.0 | 1
COc1ccc(-c2coc3c(C(=O)Nc4cccc(C(C)=O)c4)cccc23)c(C)c1 | 0 | nt | -19 | 2 | -11 | -45 | -18 | 11 | nt | -0.7 | -3
O=C(CN1CCOCC1)Nc1ncc(Br)cc1Br | -2 | 4 | 13 | -5 | nt | 12 | 7 | -14 | 5 | 0.4 | 12
CCCC(C(=O)NCC1CCCO1)N(C(=O)CNS(=O)(=O)c1ccccc1)c1ccc(F)cc1 (centres undefined) | 8 | 3 | 11 | 3 | -7 | -21 | -4 | 6 | 14 | 1.0 | 0
O=C(OCc1ccccc1)N(CCCCN(CCCNCc1ccccc1)C(=O)OCc1ccccc1)CCCNCc1ccccc1 | -3 | nt | 89* | -10 | -6 | 48 | 108* | 99* | 97* | -3.1 | -19
CSCCC(NS(=O)(=O)c1ccc(C)cc1C)C(=O)Nc1cccnc1 (centres undefined) | 5 | nt | 8 | -2 | -6 | -14 | 11 | 1 | -12 | 2.3 | 0
COc1cccc(C2c3c(-c4ccccc4O)n[nH]c3C(=O)N2Cc2ccco2)c1 (centres undefined) | -3 | 2 | 15 | -1 | 0 | -5 | 13 | 10 | 7 | 1.0 | -6
C=CCNC(=O)C1CCN(S(=O)(=O)c2ccc3ccccc3c2)CC1 | -6 | 4 | 15 | 1 | -7 | -4 | 10 | 10 | 19 | -0.4 | 0
CCC(CC)c1nnc(NC(=O)COc2ccc3c(C)cc(=O)oc3c2)s1 | 10 | 3 | -11 | 8 | -9 | 20 | -10 | 15 | 2 | -2.1 | -6
C=COCCNC(=O)C1CC(=O)N(c2ccc(C)cc2)C1 (centres undefined) | 0 | 1 | 1 | 0 | -5 | 22 | 13 | -1 | 0 | 3.1 | 2
O=C(C1COc2ccccc2O1)N1CCN(c2ccc([N+](=O)[O-])cc2)CC1 (centres undefined) | 3 | nt | -19 | 2 | -2 | -9 | -38 | 5 | -9 | -1.4 | 10
CCOC(=O)C(CC)n1cnc2c(nnn2-c2ccccc2)c1=O (centres undefined) | nt | 4 | 4 | 0 | nt | -13 | -1 | -4 | -1 | -1.1 | 3
COCCNC(=S)Nc1ccc(N2CCOCC2)c(S(=O)(=O)Nc2ccccc2OC)c1 | -12 | 0 | 13 | 3 | -5 | -2 | -31 | -32 | 27 | -0.5 | 3
Cc1cc(C)c(S(=O)(=O)N2CCOC2CNC(=O)C(=O)NCCN2CCOCC2)c(C)c1 (centres undefined) | -2 | 1 | 15 | -1 | -6 | -9 | 1 | 14 | 1 | 0.5 | 3
O=C(NC(=S)NCC1CCCO1)c1ccc(Br)o1 (centres undefined) | -3 | 4 | -130 | 0 | -2 | -29 | -115 | -38 | -18 | 0.0 | -1
Fc1ccc(Cn2c(SCc3ccc(F)c(C(F)(F)F)c3)nnc2C(F)(F)F)cc1 | 3 | 0 | 7 | -4 | -7 | 10 | 5 | 6 | -8 | 0.5 | -7
CC(C)c1ccccc1N1CC(C(=O)O)CC1=O (centres undefined) | 8 | 1 | 17 | -3 | -6 | 11 | 13 | -14 | -2 | -0.8 | 3

Rows were taken by chance; any-hit rate near 3.9%.
